Epigenetic mod – epigenetic modulators derepressing GFP locus in mouse cells. 0.09% of 68,000 active. AID 597. Potency, µM (top dose mostly 46.1 µM), inactives show at the top dose GFP derepression (activation). mouse C127i GFP locus derepression, cytometry, 30 h; note: % of control where 0% means no effect
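Derepression screen: silenced CMV-GFP reporter in murine C127i cells, 30 h compound incubation at 37 C, washed cells imaged by laser-scanning cytometer to enumerate GFP-expressing objects of 20 to 120 um.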
BRCT inh green – BRCA1 BRCT-phosphoprotein interaction inhibition; P38398; BRCA1 BRCT-phosphopeptide binding, green fluorescence polarization; Potency, µM (titrated, usually from 76.9 µM), inactives show top-dose activity change, negative = inhibition, usual class: inhibitors; 0.05% of 75,000 active; AID 875;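 note: potency is the fitted concentration of half-maximal effect; plate controls were peptide without protein for full effect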
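Compounds were incubated for 12 min at room temperature with a complex of 100 nM fluorescein-tagged pBACH1 decapeptide and 250 nM His-tagged BRCT protein. Buffer was phosphate pH 7.3 with EDTA, DTT and Tween 20. Disruption of binding lowers the polarization signal.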
HADH2 inh – HADH2 (human) dehydrogenase inhibition; 3.4% of 73,000 active; recombinant HADH2, NADH fluorescence, beta-hydroxybutyryl-CoA; Q99714; AID 886; Potency, µM (titrated, usually from 57.1 µM), without a hit: top-dose activity change, negative = inhibition, actives largely listed as inhibitors; note: potency is the fitted concentration of half-maximal effect; % is set by controls: 0 for no effect and ±100 for the full control effect; nearly all actives have a fitted effect of over 60% in size; many of its hits are not listed in these tables
Target sequence (Q99714 whole entry, looked up, one chain of several): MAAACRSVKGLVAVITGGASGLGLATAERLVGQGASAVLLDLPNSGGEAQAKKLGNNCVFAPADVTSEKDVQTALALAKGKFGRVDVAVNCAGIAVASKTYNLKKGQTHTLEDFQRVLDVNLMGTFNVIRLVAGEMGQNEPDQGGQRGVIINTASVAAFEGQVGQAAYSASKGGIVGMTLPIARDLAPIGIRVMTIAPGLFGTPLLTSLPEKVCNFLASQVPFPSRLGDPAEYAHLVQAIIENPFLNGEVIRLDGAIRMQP
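Activity measured as NADH fluorescence gain (360/450 nm), taken as the change between first and last reads of a 4-min kinetic run. Conditions: pH 9.0 Tris buffer, 20 nM E. coli-expressed His-tagged enzyme, 1 mM NAD+, 90 uM beta-hydroxybutyryl-CoA; 15-min compound preincubation.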
Pol III holo inh – blocks replication by bacterial DNA polymerase III holoenzyme | 0.25% of 71,000 active | Potency, µM (top dose mostly 57.1 µM), without a hit: at the highest dose activity change, negative = inhibition | reconstituted DNA polymerase III holoenzyme replication, biochemical; note: potency is the fitted concentration of half-maximal effect; % is set by controls: 0 for no effect and ±100 for the full control effect
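Reconstituted *E. coli* holoenzyme (0.35 nM Pol III, 1 nM beta, 154 nM SSB, 2 nM primase) was preincubated with compound for 15 min at RT. Synthesis on 1.4 nM ssM13Gori ran 35 min, then was stopped with PicoGreen/EDTA and read as dsDNA fluorescence.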
Ub-GFP proteasome – ubiquitin-GFP accumulation via proteasome inhibition. Ubiquitin-GFP reporter cells, proteasome inhibition, GFP fluorescence; response scale: untreated = 0%, 10 µM MG-132 = 100%. Potency, µM (doses to about 45.9 µM), for inactives: top-dose activation (GFP accumulation), hits mostly activators. 67,000 tested, under 10 active; active = well fitted activation curve with a large enough effect, not every such curve was filed as active; inconclusive = small, poorly fitted or top-dose-only effect, or another doubt; inactive = no such curve, though single readings can be large or run the other way; note: potency is the fitted concentration of half-maximal effect
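Proteasome blockade was scored as a rise in GFP-expressing U2OS cells carrying a ubiquitin(G76V)-GFP construct, imaged after 4 hr compound treatment at 37 °C across a 46 uM–2.9 nM series.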
15-hLO inh – blocks human 15-lipoxygenase activity; P16050; purified 15hLO-1, xylenol orange hydroperoxide absorbance; Potency, µM (series often up to 57.1 µM), for the others: top-dose activity change, negative = inhibition, usual class: inhibitors; 1.4% of 74,000 active; AID 887; note: potency is the fitted concentration of half-maximal effect; % is set by controls: 0 for no effect and ±100 for the full control effect; nearly all actives have a fitted effect of over 55% in size
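Compounds were preincubated 15 min at room temperature with 40 nM purified human enzyme (25 mM Hepes pH 7.5, 0.01% Triton X-100); 50 uM arachidonic acid reacted 6 min. Fe-xylenol orange detection, 30 min, absorbance ratio 573/405 nm.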
HBB splice mod – alters splicing of the hemoglobin beta chain; 0.06% of 65,000 active; HBB splicing reporter cell assay, activation; EGFP reporter with mutant IVS2-654 intron; response scale: normalised to 500 nM splice-correcting PNA; Potency, µM (highest dose often 46.1 µM), inactives show at the highest dose activation, hits mostly activators; note: potency is the fitted concentration of half-maximal effect; 0% is about no effect
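HeLa cells stably expressing EGFP interrupted by mutant beta-globin intron 2 (IVS2-654), 500/well in 2% FCS. Treated with compound for 2 days at 37C. Splicing correction scored as total well GFP intensity (488 nm excitation, 500-520 nm emission); 500 nM antisense PNA served as control.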
USP2a inhib – blocks human ubiquitin-specific protease USP2a; O75604; USP2a enzymatic assay, qHTS inhibition; Potency, µM (doses to about 38.3 µM), for the others: top-dose activity change, negative = inhibition, most hits filed as inhibitors; 0.1% of 60,000 active; AID 927;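 note: potency is the fitted concentration of half-maximal effect; nearly all actives have a fitted effect of over 60% in size; plate controls were DMSO for no effect and NEM full inhibition control for full effect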
Target sequence (O75604 whole entry, looked up): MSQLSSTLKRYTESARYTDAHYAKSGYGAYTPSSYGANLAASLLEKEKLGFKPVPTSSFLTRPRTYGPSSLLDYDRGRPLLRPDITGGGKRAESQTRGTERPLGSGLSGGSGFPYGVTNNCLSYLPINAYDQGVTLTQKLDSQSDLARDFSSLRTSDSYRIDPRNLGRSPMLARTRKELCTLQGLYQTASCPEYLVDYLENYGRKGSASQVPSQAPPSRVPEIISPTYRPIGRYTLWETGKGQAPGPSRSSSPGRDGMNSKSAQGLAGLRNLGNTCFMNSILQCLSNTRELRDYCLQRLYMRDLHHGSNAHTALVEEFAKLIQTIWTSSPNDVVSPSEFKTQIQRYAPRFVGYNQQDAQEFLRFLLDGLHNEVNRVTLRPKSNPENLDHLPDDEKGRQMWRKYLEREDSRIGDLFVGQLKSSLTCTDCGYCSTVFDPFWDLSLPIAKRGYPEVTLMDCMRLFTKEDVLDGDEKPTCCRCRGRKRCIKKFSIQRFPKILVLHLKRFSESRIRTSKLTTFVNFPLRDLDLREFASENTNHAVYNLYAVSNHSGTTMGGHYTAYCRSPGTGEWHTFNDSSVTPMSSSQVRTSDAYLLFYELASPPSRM
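USP2 core (20 nM final) was preincubated with compound for 30 min at RT in 20 mM Tris-HCl pH 8.0, 2 mM CaCl2, 2 mM beta-mercaptoethanol; Ub-PLA2 (20 nM) plus NBD C6-HPC (20 uM) then added, fluorescence read after 2.5 h.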
BRCT PPI red – inhibitors of human BRCA1 BRCT-phosphoprotein interaction (red fluorophore); P38398; BRCT-phosphopeptide binding, red fluorescence polarization; Potency, µM (top dose mostly 76.9 µM), for inactives: at the top dose activity change, negative = inhibition, hits mostly inhibitors; 0.03% of 75,000 active; note: % is set by controls: 0 for no effect and ±100 for the full control effect
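Rhodamine-labelled pBACH1 10-mer (100 nM) bound to BRCT domain (100 nM) at pH 7.3; compounds incubated 12 min room temperature, polarization read. Free peptide defines full inhibition; unlabelled decapeptide titrated as control.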
CRE-bla Fsk – alters forskolin-stimulated CRE reporter signaling in CHO cells; 2.5% of 71,000 active; CHO CRE-bla reporter (cAMP response element driving beta-lactamase), forskolin EC10, beta-lactamase ratio; Potency, µM (highest dose often 38.2 µM), for inactives: top-dose activity change, negative = inhibition, actives largely listed as activators; active = well fitted activation curve with a large enough effect in the signal ratio, with a control signal flat, not every such curve was filed as active; inconclusive = small, poorly fitted or top-dose-only effect, or effect the other way, or a change in a side signal; the % refers to the signal ratio; note: potency is the fitted concentration of half-maximal effect; % of control where 0% means no effect
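Modulation of forskolin-driven signalling is measured in CHO cells carrying a CRE-controlled beta-lactamase reporter. Cells are stimulated with EC10 NKH 477 in the presence of titrated compound for 3 h at 37 °C, then loaded with CCF4 for 2 h at room temperature.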
Hsp90 Hop PPI – changes Hsp90-Hop TPR2A binding signal, up or down | AlphaScreen TPR2A-His6 binding biotin-Hsp90 C-terminal peptide | Potency, µM (series often up to 57 µM), for the others: top-dose activity change, negative = inhibition | 0.44% of 71,000 active | AID 595; active = well fitted curve in either direction with a large enough effect; inconclusive = small, poorly fitted or top-dose-only effect, or another doubt; note: potency is the fitted concentration of half-maximal effect; % is set by controls: 0 for no effect and ±100 for the full control effect; many of its hits are not listed in these tables
Starred values were filed as active, the others as inactive; ? = inconclusive; . = no result given; & = joins results of further samples; [ ] = remark or other dose. Unless noted, calls come from the whole dose curve; as a rule, active = well fitted curve in the direction sought with a large enough effect; inconclusive = small, poorly fitted or top-dose-only effect, or another doubt; inactive = no such curve, though single readings can be large; an effect the other way counts as inactive or inconclusive. Only part of the results is shown (hit frequency here may not be typical).

SMILES | Epigenetic mod | BRCT inh green | HADH2 inh | Pol III holo inh | Ub-GFP proteasome | 15-hLO inh | HBB splice mod | USP2a inhib | BRCT PPI red | CRE-bla Fsk | Hsp90 Hop PPI
Cc1ccc(-c2nc(CS(=O)CC(=O)NC3CCCC3)c(C)o2)cc1 (configuration not stated) | . | -0.5% | -8% | 4% | 10% | 3% | -0.3% | . | -1.2% | -1% | -4%[2.3 µM]
CC(NC(=O)c1cc(-c2ccc(Br)cc2)on1)c1ccccc1 (configuration not stated) | 2% | -1.2% | -2% | 0% | -4% | -8% | -2.4% | -26% | 1.3% | ? | 5%
CC1(C)OC(=O)N(CCc2ccccc2)C1(C)O (configuration not stated) | 2% | -2.8% | -5% | 2% | -1% | 3% | -0.7% | 0% | 0.4% | -1% | 4%
COCCN1C(=O)C(=O)/C(=C(/O)c2ccc(OCC(C)C)cc2)C1c1cccnc1 (configuration not stated) | 6% | 0.3% | -4% | -8% | 3% | 1% | 8.6%[0.369 µM] | -4% | -2.2% | -1% | -3%
COCCn1c(C)c(C(=O)O)sc1=S | 1% | -1.0% | -18% | -10% | 7% | -37% | 0.1% | -5% | -0.5% | -8% | -6%
O=C(NCSc1ccncn1)c1ccccc1 | -1% | 0.1% | -14% | 0% | 13% | -6% | -0.5% | -6% | -2.2% | -2% | -2%
NCCCNCCSP(=O)(O)O | -1% | -2.1% | 1% | -8% | -7% | 5% | 0.3% | -2% | 1.8% | 0% | -2%
CCn1c(=O)cc(NC2=NCC(C)CN2c2cccc(Cl)c2)n(C)c1=O (configuration not stated) | -2% | -2.5% | 18% | -6% | -2% | -2% | -0.8%[57.5 µM] | 12% | -0.3% | 18% | -1%
O=C1NC(=O)C(c2ccccc2[N+](=O)[O-])=C1Nc1ccc(O)c(Cl)c1 | 1%&-4% | -1.2% | 0.2µM* | -5%&0% | 1%&-2% | -16% | 0.8% | 4% | -1.8% | ? | -17%&-20%
CCCC[C@@H]1C[C@H]1C(NC(=O)c1cccs1)c1ccc(C(F)(F)F)cc1 (some centres not stated) | . | -4.9% | -2% | -5% | . | . | 1.8% | . | -1.5% | 28% | 15%
N[C@@H](Cc1ccnnc1)C(=O)O | 4%[9.22 µM] | 1.5%[15.4 µM] | ? | -11%[11.4 µM] | -4%[9.17 µM] | -1%[11.4 µM] | 1.9%[9.22 µM] | . | 0.8%[15.4 µM] | 0%[7.6 µM] | -6%[11 µM]
Clc1ccccc1Cn1nnc2c(Nc3ccccc3)ncnc21 | -1% | 0.2% | ? | 5% | 0% | -14% | . | -7% | -1.2% | 19% | 22%
CCOc1ccc(N(CC(=O)NCc2cccs2)S(=O)(=O)c2c(C)noc2C)cc1 | 2% | -0.3% | 2% | -3% | -4% | 1% | -0.7% | . | -0.7% | -12% | 0%
CCOC(=O)c1[nH]cnc1C(=O)Nc1cccc(N)n1 | -3% | 0.3% | -10% | -4% | -3% | 13% | -0.1%[57.5 µM] | -5% | -1.1% | ? | -11%
CCOc1cc(-c2cc(-c3ccc(N)cc3)nc(N)c2C#N)ccc1O | -2% | -6.7% | ? | -6% | -1% | 25µM* | 0.1%[57.5 µM] | . | -3.5% | 2.5µM* | ?
O=C(c1cc(-c2ccc3c(c2)OCO3)on1)N1CCN(c2ccccc2)CC1 | 1% | -2.9% | -15% | 5% | -13% | -11% | 5.8% | -9% | -0.6% | ? | 8%
Cc1cc(C)cc(NC(=O)c2cc(S(=O)(=O)NCc3ccco3)ccc2F)c1 | 0% | 2.3% | -1% | -4% | -6% | -5% | -1.7% | 50%[activator] | 0.8% | -14% | -4%
CCCC(=O)NCCSC | 2% | -0.5% | 3% | 7% | -6% | 5% | -1.2% | -1% | 0.1% | 0% | -2%
O=C(Nc1cccc2ccccc12)N1CCN(c2ccccc2)CC1 | 3% | -1.9% | ? | 2% | -4% | 1% | -0.5% | -6% | -0.2% | -12% | 3%
COc1cc(-c2nnc(-c3ccc(N4CCOCC4)cc3)o2)cc(OC)c1OC | 2% | -1.4% | 224%[activator] | -3% | -4% | 2% | 0.0%[57.5 µM] | . | 2.6% | 22% | -2%
CCOC(=O)N1CCN(C(=O)c2cn(CC(C)C)c(=O)c3c2c2ccccc2n3C)CC1 | 0% | -1.0% | 25µM* | 4% | 5% | -5% | 1.1% | 10% | -1.9% | -13% | -4%
N#Cc1cccc(NC(=O)N2CCCC3(CCN(C(=O)c4ccncc4)CC3)C2)c1 | 2%[9.22 µM] | -0.4% | -1% | -7% | -3% | 11% | -2.7% | 1% | 0.7% | 6% | -4%
Nc1nc(-c2nc3ccccc3[nH]2)cs1 | -3% | -2.1% | -6% | 0% | 8% | 55%[activator] | 0.3% | 2% | -0.6% | -7% | ?
Cc1cc(C)n(-c2nc(NCC(C)O)c3c4c(sc3n2)CCCC4)n1 (configuration not stated) | -2% | 1.4% | 21% | -1% | . | 60%[activator] | 5.8%[0.369 µM] | 29% | -0.8% | ? | -5%
COc1ccccc1-c1c(C#N)c(SCC(=O)N2CCCC2)nc(C)c1C(N)=O | -1% | -0.9% | ? | 1% | -4% | -11% | -0.1%[57.5 µM] | 2% | -1.7% | 2% | 3%
CC(C)(C)c1nnc2sc(SCC(=O)N3CCCc4ccccc43)nn2c1=O | 2% | -3.0% | -7% | 1% | -12% | -1% | 2.5% | 12% | -0.2% | ? | -3%
CCOc1ccc(C2C(C(=O)O)c3ccccc3C(=O)N2CCN2CCOCC2)cc1 (configuration not stated) | -2% | -2.0% | 6% | -6% | 8% | 5% | -0.6% | 4% | -0.7% | -7% | -5%
CCc1ccccc1N(C(=O)CCC(=O)Nc1cc(C)on1)C(C(=O)NC1CCCC1)c1ccco1 (configuration not stated) | -1% | -2.1% | 0% | -10% | -2% | -1% | -0.7% | 39%[activator] | 0.5% | -25% | -9%
O=C(Nc1sc2c(c1C(=O)O)CCCCC2)c1ccco1 | 14% | -1.5% | -11% | -1% | -3% | 0% | 4.3% | ? | -0.1% | 6% | 1%
CCOC(=O)C1CCCN(c2c(N3CCC(N4CCCCC4)CC3)c(=O)c2=O)C1 (configuration not stated) | . | 0.8% | -2% | -6% | 11% | 2% | -0.8% | . | 1.6% | 1% | -6%[2.3 µM]
c1ccc(Oc2cccc(OCCCn3cncn3)c2)cc1 | 2% | -0.9% | 12% | 4% | 3% | 11% | -0.8% | 6% | -0.7% | 8% | 0%
Cn1c(=O)cc(OCC(=O)N2CCC(N3CCCCC3)CC2)c2ccccc21 | -2% | -2.1% | 4% | -1% | -12% | 8% | -0.1% | . | 0.2% | 2% | -4%
COCCn1c(SCC(=O)Nc2ncc(C)s2)nc2sc3c(c2c1=O)CCC3 | 11% | -0.1% | -22% | -4% | 3% | -6% | -0.5%[57.5 µM] | . | -0.1% | ? | -6%
CSc1nc(C)cc(OCNC(=O)c2cccs2)n1 | 0% | -1.4% | -10% | -4% | . | 2% | -1.3%[0.369 µM] | 2% | 0.6% | -3% | 0%
COC(=O)NC(/C(C(=O)OC)=C(\C)NCc1ccccc1)c1ccc(Cl)cc1 (configuration not stated) | . | -1.7%[15.4 µM] | 0%[11.4 µM] | . | . | 8%[11.4 µM] | 1.1%[9.22 µM] | . | 0.5%[15.4 µM] | . | .
C=CCc1cc(C)ccc1OCC(O)CN1CCN(c2ccccc2)CC1 (configuration not stated) | 2% | 0.0% | -2% | -1% | -5% | -22% | 1.5% | 1% | 0.1% | ? | -6%
CC12CC(NC(=O)N1c1cccc(C(=O)N3CCN(c4ccccc4)CC3)c1)c1ccccc1O2 (configuration not stated) | 4% | -1.5% | 3% | 0% | 5% | 3% | -1.0% | 42%[activator] | -3.6% | 10% | -8%

Compound activity (PubChem)
